Rpn11 block = blocks the human proteasome subunit Rpn11; calls only at 20 µM; 360,000 compounds, 0.59% hits; human 26S proteasome, Ub4-pepOG fluorescence polarization; 20S core pre-blocked with epoxomicin; O00487;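 active means inhibition at 20 µM, scaled to each plate's controls, above about 33%, limit read from the data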
Target sequence (O00487 whole entry, looked up): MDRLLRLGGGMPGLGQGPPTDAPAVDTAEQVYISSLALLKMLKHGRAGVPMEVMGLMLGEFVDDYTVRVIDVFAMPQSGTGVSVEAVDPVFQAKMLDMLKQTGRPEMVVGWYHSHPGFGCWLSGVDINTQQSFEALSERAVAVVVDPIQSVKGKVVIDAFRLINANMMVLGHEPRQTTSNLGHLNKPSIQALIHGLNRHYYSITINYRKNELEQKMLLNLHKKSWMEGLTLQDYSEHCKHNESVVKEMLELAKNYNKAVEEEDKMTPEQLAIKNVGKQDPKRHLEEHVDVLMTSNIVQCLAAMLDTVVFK
DNMT1 block = DNMT1 (human) enzyme inhibition; P26358; DNMT1 molecular beacon, Hinp1I cleavage, fluorescence; inhibition (reported as % activation of signal), % at 10 µM; 360,000 compounds, 0.83% hits; in the data active means inhibition above about 50%
SKN-1 inh = blocks SKN-1 activity in C. elegans; 360,000 compounds, 0.49% hits; C. elegans VP596 Pgst-4::GFP/RFP ratio, acrylamide-induced, 24 h; inhibition, % at 21.8 µM;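 active means interference check ratio from 0.5 to 1.5 plus GFP to RFP signal ratio inhibition reaching or exceeding a fixed threshold, cut at about 30% in these data, passing the limit was not always enough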; further: some compounds called inactive have numbers as strong as hits
Scp1 inh = inhibitors of human Scp-1 phosphatase | Recombinant Scp1, phosphopeptide, malachite green phosphate absorbance | Q9GZU7 | inhibition, % at 20 µM | 340,000 compounds, 0.88% hits;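 active means inhibition above about 50% at 20 µM, limit read from the data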;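 further: plate controls were DMSO wells with enzyme for no effect and wells lacking enzyme for full effect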
Target sequence (Q9GZU7 76-261 limits assumed): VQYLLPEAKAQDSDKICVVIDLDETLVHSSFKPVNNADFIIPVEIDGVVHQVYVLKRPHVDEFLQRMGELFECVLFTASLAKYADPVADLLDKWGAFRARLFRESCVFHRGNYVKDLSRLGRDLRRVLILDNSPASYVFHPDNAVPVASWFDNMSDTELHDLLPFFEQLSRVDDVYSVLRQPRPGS
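Times: enzyme reaction 45 min at room temperature, colour 5 min, stabilisation 30 min. Material: SCP-1 catalytic fragment, aa 76-261. Medium: Acidic Tris acetate buffer with magnesium and detergent. Signal: colorimetric free-phosphate detection, absorbance 630 nm. Read-out basis: % inhibition of SCP-1 phosphate liberation. Reagent: Phosphorylated 17-residue peptide substrate.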
NRP1-CendR mod = NRP-1/CendR interaction modulation; 360,000 compounds, 0.85% hits; AID 602438; FAM-RPARPAR peptide binding to NRP-1, fluorescence polarization; inhibition, % at 25 µM; O14786;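 active means inhibition or corrected inhibition above about 18%, plus a signal ratio from 0.5 to 1.5, limit read from the data, passing the limit was not always enough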; further: strong numbers were not always called active
MT1-MMP act inh = inhibitors of human MT1-MMP activation; P50281; HT1080 RFP-PRO-GFP cells, GFP/RFP ratio fluorescence, overnight; percent of plate control window, DMSO zero; AID 651647; 360,000 compounds, 0.061% hits; GFP/RFP ratio change, % at 20 µM;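 active means GFP/RFP ratio change of at least 30% with cell ATP level not reduced by more than half and red fluorescence within 50% of control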; further: strong numbers were not always called active
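Test system: HT1080 RFP-PRO-GFP cells; Benchmarks: DMSO and RFP-L50D-GFP cell wells; Timing: cells overnight before dosing, compound overnight, 37 °C, 5% CO2; Compound: one 20 µM compound dose with 1% DMSO; Read-out: GFP/RFP fluorescence ratio.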
SUMO1 PPI mod = alters human SUMO1 binding to SIM partners; P63165; SUMO1 binding to a labelled peptide, TR-FRET, 1 h; inhibition, % at 20 µM; 360,000 compounds, 0.33% hits; AID 602429; in the data active means inhibition above about 37%
Target sequence (P63165 whole entry, looked up): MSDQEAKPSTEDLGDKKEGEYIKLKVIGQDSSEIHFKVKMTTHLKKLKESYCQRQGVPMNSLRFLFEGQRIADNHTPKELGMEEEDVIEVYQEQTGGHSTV
LMPTP inh = LMPTP (human) inhibition. P24666. AID 651560. 360,000 compounds, 0.22% hits. recombinant LMPTP-A, OMFP fluorogenic substrate, fluorescence intensity. inhibition, % at 20 µM;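 active means compounds that cut the enzyme signal by at least half of the control window in the single-dose screen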;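 further: plate controls were DMSO wells with enzyme plus substrate for no effect and substrate without enzyme for full effect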
Target sequence (P24666 whole entry, looked up): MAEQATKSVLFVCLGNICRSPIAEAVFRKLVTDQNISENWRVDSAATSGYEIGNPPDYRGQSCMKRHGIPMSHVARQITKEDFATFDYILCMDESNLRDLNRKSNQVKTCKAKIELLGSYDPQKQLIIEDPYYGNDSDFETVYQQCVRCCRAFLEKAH
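Test system: LMPTP-A, protein tyrosine phosphatase of low molecular weight; Input: 0.625 nM enzyme; Incubation: 50 min dark incubation at room temperature; Signal: endpoint fluorescence intensity from OMFP dephosphorylation; Read-out basis: % inhibition versus control wells.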
NadD block = inhibitors of Staphylococcus aureus NadD; purified NadD enzyme, colorimetric absorbance read-out; 360,000 compounds, 0.78% hits; inhibition, % at 20 µM; in the data active means inhibition above about 26%; further: some compounds past the cut are filed as inactive
STEP block = blocks human striatal-enriched tyrosine phosphatase; inhibition, % at 20 µM; P54829; 360,000 compounds, 0.25% hits; recombinant STEP, OMFP fluorogenic substrate, fluorescence;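 active means inhibition at 20 µM, scaled per plate between control wells, above about 37%, limit read from the data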;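 further: 0% = DMSO with enzyme and substrate and 100% = substrate only without enzyme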
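System: isolated STEP enzyme; schedule: 20 min enzyme reaction at room temperature, protected from light; medium: Bis-Tris buffer pH 6.0, 2.5 mM DTT, 0.005% Tween 20; signal: fluorescence, 480/540 nm; dosing: single compound dose of 20 µM, 1% DMSO final; also added: OMFP substrate, 25 µM final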
An asterisk follows results filed as active; i = inactive; · = no result given.

Every second line gives: Rpn11 block	DNMT1 block	SKN-1 inh	Scp1 inh	NRP1-CendR mod	MT1-MMP act inh	SUMO1 PPI mod	LMPTP inh	NadD block	STEP block
CSCCC(C(=O)Nc1c(C)cccc1C)N1CCN(C/C=C/c2ccccc2)CC1 (configuration not stated)
→ i	-4	3	·	-6	3	0	-0.5	-4	0
CCOc1ccc(NC(=O)CC2S/C(=N/N=C3CCCCCC3)NC2=O)cc1 (configuration not stated)
→ i	-2	-18	-4	0	2	2	0.6	1	-2
CCCCCC(=O)NC(=S)Nc1cccc(C(C)=O)c1
→ i	0	0	-4	-2	1	-1	-1.6	-3	-1
Cc1cc([N+](=O)[O-])nn1CC(=O)N/N=C/c1ccccc1F
→ i	0	4	-5	-4	3	-4	-2.1	-1	-2
CCCCN=C1NC(=O)C(CC(=O)NCCc2ccc(OC)cc2)S1 (configuration not stated)
→ i	-3	0	-1	-15	-2	-5	0.2	4	1
Cc1ccc(C(=O)CSc2nnc(-c3cccnc3)n2N)cc1
→ i	-2	-2	6	-12	-3	0	-2.7	-4	-1
Cc1ccc(OC(C)C(=O)Nc2ccccc2C(=O)N2CCN(C)CC2)cc1 (configuration not stated)
→ i	2	-5	7	20*	-2	6	-1.2	-1	0
CC(C)c1ccc(NC(=S)NC2CC3C=CC2C3)cc1 (configuration not stated)
→ i	1	-4	0	8	6	3	2.1	4	-2
Cc1ccccc1NC(=S)N(CCCN1CCOCC1)Cc1cccs1
→ i	6	19	-8	1	-1	-5	-2.6	-5	7
Clc1ccc(CSc2nnc(-c3c[nH]c4ccccc34)o2)cc1
→ i	-10	16	-8	-4	0	-2	3.0	-9	2
CCCCc1ccc(NC(=S)N2CCN(c3ncccn3)CC2)cc1
→ i	5	1	5	-2	2	-4	0.9	1	18
O=C(N/C(=C\c1cccc([N+](=O)[O-])c1)C(=O)N1CCOCC1)c1ccco1
→ i	0	10	-10	1	1	-17	-0.4	-8	-1
CC(C)c1cc(C(N)=O)c(NC(=O)c2cccc(COc3ccc(Br)cc3)c2)s1
→ i	-11	6	-13	0	2	4	6.6	-2	-4
O=C(O)CC1(CC(=O)NCc2cccc(Cl)c2)CCCCC1
→ i	1	3	-2	-2	-4	0	-1.4	-5	2
CC1OC(Oc2c(-c3cc(O)c(O)c(O)c3)oc3cc(O)cc(O)c3c2=O)C(O)C(O)C1O (configuration not stated)
→ i	19	-4	18	-19	4	-1	0.6	3	6
O=C(OCC12CC3CC(CC(C3)C1)C2)c1ccc(NCc2cc(O)ccc2O)cc1
→ i	-46	-3	7	13	-34	4	6.0	12	0
O=[N+]([O-])c1ncn(Cc2c(Cl)cccc2Cl)n1
→ i	2	9	-9	3	0	-21	-0.1	4	-2
CC(=O)Nc1cccc(N(C)S(C)(=O)=O)c1
→ i	-1	5	-1	14	4	-1	-0.1	-8	1
O=S(=O)(NCc1cccnc1)c1cccc2cccnc12
→ i	6	5	-5	6	4	1	-2.3	-4	-7
Cc1ccccc1OCC(=O)Nc1ccc2c(c1)OCCO2
→ i	-1	1	-2	1	2	1	-0.4	-12	3
Nc1nc(SCC(=O)NCCCO)nc2sc3c(c12)CCC3
→ i	2	7	0	6	3	-1	-1.5	1	-1
COc1ccc(CCN(C)C(=O)CN2C(=O)NC3(CCCc4ccccc43)C2=O)cc1OC (configuration not stated)
→ i	3	11	-4	-2	-3	-3	1.1	7	-1
CCOC(=O)C1=CCN(S(C)(=O)=O)C1c1ccc(C)cc1 (configuration not stated)
→ i	-2	-12	·	8	0	0	-0.5	-5	-3
COc1ccccc1C(=O)ON=C1c2ccccc2-c2ccccc21
→ i	-3	-6	-10	4	-2	-5	5.7	-3	2
O=C(Cn1nc(Cc2cccnc2)c2ccccc2c1=O)N1CCN(c2ccccn2)CC1
→ i	-1	12	-12	-1	0	3	1.2	-1	-1
CCCCCn1c(-c2ccco2)nc2nc3ccccc3nc21
→ ·	2	29	-3	-19	-38	-8	1.3	5	0
C=CCn1c2ccccc2c2n[nH]c(=S)nc21
→ i	0	20	18	-7	1	-21	1.6	0	1
COc1ccc(Nc2cc(C(=O)NCCCN3CCOCC3)c3ccccc3n2)cc1OC
→ i	-1	11	-7	-8	4	-4	-0.7	2	3
COc1ccc2nc3n(c(=O)c2c1)-c1cc2ccccc2cc1C(=O)NC3Cc1ccccc1 (configuration not stated)
→ i	-5	3	·	-6	-5	-4	0.2	12	-1
COc1ccc(CNC(=O)C2CCCN2S(=O)(=O)c2ccc(Cl)cc2)cc1 (configuration not stated)
→ i	1	-7	-8	-9	-4	-1	0.5	2	1
Cc1cc(C)c(S(=O)(=O)N2CCN(c3ccc([N+](=O)[O-])c(-n4nc(C)cc4C)c3)CC2)c(C)c1
→ i	-6	8	5	-1	-5	-9	3.8	26	2
CC(C)[C@@H]1CC[C@@H](C)C[C@H]1OC(=O)C[n+]1cc(-c2ccc(Cl)cc2)n2c1CCCCC2
→ i	4	-8	15	10	-13	-12	1.4	6	4
O=C(COC(=O)c1ccc(O)cc1O)NC1CC1
→ i	10	8	2	13	-1	-3	-0.5	5	-2
COc1ccc2nc3c(c(-c4ccccc4)c2c1)CCC3
→ i	1	7	-8	-4	-4	3	1.9	-4	0
CC1CCCN(c2c([N+](=O)[O-])c(=O)oc3ccccc23)C1 (configuration not stated)
→ i	2	9	-6	-38	-9	0	-0.9	-9	-2
O=c1[nH]ncc(N2CCCCC2)c1Cl
→ i	3	4	-9	10	-4	0	-2.3	-2	3
COc1ccc(CCNC(=O)CCn2c(SCC#N)nc3ccccc3c2=O)cc1OC
→ i	-3	7	-7	-6	-1	1	-0.9	-3	2
CCCCCc1cc(=O)oc2c(C(CCN3CCCCC3)c3cc(OC)c(OC)c(OC)c3)c(OC)cc(OC)c12 (configuration not stated)
→ i	-8	-3	21	6	-6	-17	1.0	2	2
CC(Cc1cccs1)NC(=O)Nc1ccccc1 (configuration not stated)
→ i	0	-1	-3	2	-2	1	0.3	4	3
Cc1cccc(-c2nc3c(c(SCC(N)=O)n2)CCCC3)c1
→ i	-4	-2	-7	-12	4	0	-1.6	3	-12
CCOC(=O)NN1C(=O)c2ccccc2NC1c1ccc(OC)cc1OC (configuration not stated)
→ i	1	-5	2	-3	-1	5	-1.1	-2	-4
CC(C)NC(=O)Cn1c(SCC(=O)NC2CCCC2)nc2ccccc21
→ i	0	5	-12	-4	0	-2	-3.3	-4	-4
Cc1ccc(C(C(=O)NC(C)(C)C)N(Cc2ccco2)C(=O)Cn2nnc(-c3cccs3)n2)cc1 (configuration not stated)
→ i	0	1	-9	19	-12	-1	1.7	-3	4
Cc1ccc(Cn2c(CN3CCN(C(=O)c4ccco4)CC3)nc3c2c(=O)n(C)c(=O)n3C)cc1
→ i	0	11	-6	-18	4	4	-0.5	5	1
O=C1CSC(c2ccc(Cl)cc2)N1 (configuration not stated)
→ i	0	3	-1	3	8	3	-1.0	6	0
COc1ccc(-n2c(O)c(Cc3ccccc3)c(=O)n3nc(-c4ccccc4)c(=O)cc23)cc1
→ i	11	8	3	0	3	-8	0.4	10	2
Cc1ccc(S(=O)(=O)NCCC(=O)NC2CCCCCC2)cc1
→ i	5	-5	3	-2	1	1	-1.3	-10	1
CCOC(=O)c1cccc(NC(=O)CSc2nnnn2CC)c1
→ i	1	10	-2	7	2	-1	-1.7	-3	-1
COc1ccc(-c2csc(=Nc3c(C)n(C)n(-c4ccccc4)c3=O)n2C(C)(C)C)cc1
→ i	7	2	-5	4	1	1	-0.8	-1	-1
CCOC(=O)COc1ccccc1/C=N/Nc1nnc2c3ccccc3n(C)c2n1
→ i	42	2	-1	11	5	-7	-1.4	6	4
Cc1ccccc1C(=O)N1CCN(c2ccc(NC(=O)c3cccnc3Cl)cc2)CC1
→ i	1	2	-1	12	-2	-3	-0.8	6	2
Cc1ccccc1NC(=S)NC(NC(=O)N(C)C)C(Cl)(Cl)Cl (configuration not stated)
→ i	-1	-12	0	2	-1	-1	-2.0	-6	1
Clc1ccccc1N1CCN(Cc2ccco2)CC1
→ i	-1	-9	-2	-1	0	0	0.4	1	0

An excerpt from above in order of heavy-atom count, descending:
Every second line gives: Rpn11 block	DNMT1 block	SKN-1 inh	Scp1 inh	NRP1-CendR mod	MT1-MMP act inh	SUMO1 PPI mod	LMPTP inh	NadD block	STEP block
Cc1cc(C)c(S(=O)(=O)N2CCN(c3ccc([N+](=O)[O-])c(-n4nc(C)cc4C)c3)CC2)c(C)c1
→ i	-6	8	5	-1	-5	-9	3.8	26	2
COc1ccc(-c2csc(=Nc3c(C)n(C)n(-c4ccccc4)c3=O)n2C(C)(C)C)cc1
→ i	7	2	-5	4	1	1	-0.8	-1	-1
CC1CCCN(c2c([N+](=O)[O-])c(=O)oc3ccccc23)C1 (configuration not stated)
→ i	2	9	-6	-38	-9	0	-0.9	-9	-2
CC(Cc1cccs1)NC(=O)Nc1ccccc1 (configuration not stated)
→ i	0	-1	-3	2	-2	1	0.3	4	3
O=C1CSC(c2ccc(Cl)cc2)N1 (configuration not stated)
→ i	0	3	-1	3	8	3	-1.0	6	0

High-throughput results from PubChem.
